Source: PubChem BioAssay (Southern Research Specialized Biocontainment Screening Center)
M. tuberculosis: growth inhibition of non-replicating M. tuberculosis (AID 488890). Mycobacterium tuberculosis non-replicating, growth inhibition; higher % means a stronger effect. one-dose inhibition, % at 25 µM; IC50 in µM for titrated hits. hit rate 0.39% among 320,000; in the data active = a potency from the dose series; inconclusive = inhibition mostly from about 82% at the one dose, without a potency; inactive = the rest, 99 in 100 with inhibition below about 76%;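 note: plate controls were DMSO cells for no effect and high antibiotic wells for full effect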
inhibitors of VEEV: inhibitors of VEEV TC-83 cytopathic effect, confirmation, Vero cells (AID 588727). Vero cells, VEEV TC-83 cytopathic effect inhibition; higher % means a stronger effect. hit rate 0.13% among 350,000. inhibition, % at 20 µM, or IC50 in µM where a hit was titrated; in the data active = a potency from the dose series; inconclusive = inhibition mostly from about 14% at the one dose, without a potency; inactive = the rest, 99 in 100 with inhibition below about 12%; note: strong numbers were not always called active
H1N1 NS1A inhibition: NS1A inhibition, H1N1 influenza, cell based functional assay (AID 504329); NS1A functional cell-based assay, percent inhibition; higher % means a stronger effect; inhibition, % at 12.5 µM, or IC50 in µM where a hit was titrated; hit rate 0.3% among 340,000; in the data active = a potency from the dose series; inconclusive = inhibition above about 27% without an active follow-up result; note: strong numbers were not always called active
PhoP GFP inhibition: Inhibition of PhoP regulon, Salmonella typhi GFP reporter cells, confirmation, 4 h (AID 1850); Salmonella Typhi PhoP-promoter GFP reporter, fluorescence, 4 h; higher % means a stronger effect; one-dose inhibition, % at 50 µM; IC50 in µM for titrated hits; hit rate 0.33% among 310,000; in the data active = a potency from the dose series; inconclusive = inhibition mostly from about 25% at the one dose, without a potency; inactive = the rest, 99 in 100 with inhibition below about 19%;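 note: 0% = induced wells with vehicle and 100% = uninduced wells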
H37Rv inhibition: M. tuberculosis growth inhibition, HTS (AID 449762). M. tuberculosis H37Rv growth inhibition, 7H9 media; higher % means a stronger effect. one-dose inhibition, % at 25 µM; IC50 in µM for titrated hits. hit rate 0.59% among 330,000; in the data active = a potency from the dose series; inconclusive = inhibition above about 70% without an active follow-up result;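 note: bacterial growth assessed after seven days of incubation; strong numbers were not always called active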
* marks the source's active call; other numbers are inactive results; i = inactive; ? = inconclusive; . = no result given.

1	CN(Cc1cccnc1)C(=O)CCCc1c[nH]c2ccccc12
2	CCCSc1nnc(NC(=O)c2ccco2)s1
3	Cc1cccc(C(=O)Oc2cc(C)[nH]c(=O)c2[N+](=O)[O-])c1
4	Cc1cc(C)c(OCC(=O)NCCCn2nc(C)cc2C)c(C)c1
5	O=C(Nc1ccc(NC(=O)c2cccs2)cc1)c1cccnc1
6	Oc1oc(-c2ccccc2)nc1C=NCc1ccccc1

screen / no. | 1 | 2 | 3 | 4 | 5 | 6
M. tuberculosis | 21% | 22% | -2% | 32% | 7% | 18%
inhibitors of VEEV | 2.1% | i | 0.8% | 0.5% | 1.5% | 0.7%
H1N1 NS1A inhibition | 11% | -6% | 3% | -2% | -10% | 3%
PhoP GFP inhibition | 6% | 21% | 3% | . | 3% | 0%
H37Rv inhibition | 5% | 5% | 4% | -7% | -2% | -10%

7	O=C1CC(SCc2nc3ccccc3[nH]2)C(=O)N1c1cccc(Cl)c1 (stereo not given)
8	Cc1ccc(C(=O)c2cnc3cc4c(cc3c2S(=O)(=O)c2ccccc2)OCCO4)cc1
9	COc1cc(OC)c2ccc(=O)oc2c1
10	O=C(CCn1cnnn1)Nc1ccc(F)cc1
11	COCCn1c(SCC(N)=O)nnc1-c1c[nH]c2ccccc12
12	C=CCN(C(=O)c1ccc2snnc2c1)c1ccccc1

screen / no. | 7 | 8 | 9 | 10 | 11 | 12
M. tuberculosis | 17% | 31% | -4% | -11% | -21% | -12%
inhibitors of VEEV | 0.2% | 10% | 6.4% | 0.6% | 1.1% | 2.8%
H1N1 NS1A inhibition | -10% | 3% | 0% | -7% | 12% | 1%
PhoP GFP inhibition | -1% | 5% | . | -7% | -3% | 0%
H37Rv inhibition | -15% | -4% | -7% | 1% | 4% | 0%

13	COc1ccccc1-c1coc2cc(O)cc(O)c2c1=O
14	Cc1ccc(C)c(NC(=S)NNc2ccc(F)cc2F)c1
15	CN(C(=O)NC1CCCCC1)c1ccccc1
16	CCOC(=O)CNc1nc(C(C)(C)C)nc2c1nnn2Cc1ccccc1
17	C#CCOCCOCCOCCNc1nc(N2CCN(C(=O)[C@H](CCC(=O)O)n3cc(C(N)[C@H](C)CC)nn3)CC2)nc(N2CCN(C(=O)[C@H](CCC(=O)O)n3cc(C(N)[C@H](C)CC)nn3)CC2)n1 (stereo not given in full)
18	CCC(Oc1cc(Cl)ccc1Cl)C(=O)NNC(=O)CCC(=O)O (stereo not given)

screen / no. | 13 | 14 | 15 | 16 | 17 | 18
M. tuberculosis | 13% | ? | 13% | 32% | -5% | -11%
inhibitors of VEEV | 4.4% | i | 0.7% | 3.7% | 0.5% | i
H1N1 NS1A inhibition | 9% | 8% | 8% | -5% | 1% | 2%
PhoP GFP inhibition | -1% | -4% | 4% | -3% | -3% | 5%
H37Rv inhibition | -3% | ? | 7% | -9% | -2% | -7%

19	CCCCc1cc(=O)oc2cc(C)cc(O)c12
20	CCN(C(=O)CN1C=NS(=O)(=O)c2ccccc21)c1ccccc1
21	CC(NC(=O)c1cc(COc2ccccc2)on1)c1nccs1 (stereo not given)
22	Cc1ncc(CSCC(=O)Nc2cc(C(F)(F)F)ccc2Cl)c(CO)c1O
23	Cc1cccc(S(=O)(=O)c2c(N)n(-c3ccccc3)c3nc4ccccc4nc23)c1
24	Clc1ccc(CSc2nccn2Cc2ccccc2)cc1

screen / no. | 19 | 20 | 21 | 22 | 23 | 24
M. tuberculosis | 19% | -10% | 24% | 0% | -4% | 74%
inhibitors of VEEV | i | 0.2% | 1.9% | i | 0.7% | 1.4%
H1N1 NS1A inhibition | 0% | 0% | 5% | -11% | -7% | -1%
PhoP GFP inhibition | 6% | -6% | -6% | 3% | -1% | -11%
H37Rv inhibition | -2% | 8% | 2% | 7% | 2% | 8%

25	COc1ccc(NC(=O)CSCC(=O)NCc2ccco2)cc1
26	COc1ccc(S(=O)(=O)N2CCCCC2)cc1NCC(=O)Nc1ccc(C)cc1
27	CS(=O)(=O)c1ccc2nc(NC(=O)CN3C(=O)C4CC=CCC4C3=O)sc2c1 (stereo not given)
28	COc1ccc(C(=O)C2CCCN(C(=O)c3cccc(N4CCCC4=O)c3)C2)cc1OC (stereo not given)
29	CC(=O)c1cccc(-n2nnnc2SCC(=O)Nc2cccc(NC(=O)c3ccco3)c2)c1
30	O=C(Nc1ccc2c(c1)OCO2)C(c1ccccc1)N1CCN(C(=O)c2ccco2)CC1 (stereo not given)

screen / no. | 25 | 26 | 27 | 28 | 29 | 30
M. tuberculosis | -8% | 25% | -10% | . | 5% | 16%
inhibitors of VEEV | 1.2% | 2.9% | 0.6% | 0.3% | 6.8% | 0.3%
H1N1 NS1A inhibition | -11% | -15% | -7% | -13% | 14% | 1%
PhoP GFP inhibition | 1% | 7% | -3% | . | 9% | 1%
H37Rv inhibition | 11% | -11% | -3% | . | -13% | 0%

Compounds from the list above that have a COOH group, in the order listed:
17	C#CCOCCOCCOCCNc1nc(N2CCN(C(=O)[C@H](CCC(=O)O)n3cc(C(N)[C@H](C)CC)nn3)CC2)nc(N2CCN(C(=O)[C@H](CCC(=O)O)n3cc(C(N)[C@H](C)CC)nn3)CC2)n1 (stereo not given in full)
18	CCC(Oc1cc(Cl)ccc1Cl)C(=O)NNC(=O)CCC(=O)O (stereo not given)

screen / no. | 17 | 18
M. tuberculosis | -5% | -11%
inhibitors of VEEV | 0.5% | i
H1N1 NS1A inhibition | 1% | 2%
PhoP GFP inhibition | -3% | 5%
H37Rv inhibition | -2% | -7%

The list continues.
31	Cc1ccccc1N(C(=O)Cn1nnc(-c2cccs2)n1)C(C(=O)NCCC(C)C)c1ccco1 (stereo not given)
32	COC(=O)NC(=C(Cl)Cl)P(=O)(c1ccccc1)c1ccccc1
33	O=c1c(C=NCCN2CCNCC2)c(O)n(C2CCCCC2)c(=O)n1C1CCCCC1
34	O=C(c1cc(-c2ccc(F)cc2)on1)N1CCCCCC1
35	Cc1ccc(NC(=S)N(CCCN2CCOCC2)Cc2ccco2)cc1
36	CC1CN(C(=S)NC2CCCC2)CC(C)O1 (stereo not given)

screen / no. | 31 | 32 | 33 | 34 | 35 | 36
M. tuberculosis | 38% | 1% | 0% | -16% | 8% | -11%
inhibitors of VEEV | 10% | 1.5% | i | 1.4% | 0.5% | 1.2%
H1N1 NS1A inhibition | 1% | 9% | -3% | 1% | -6% | 17%
PhoP GFP inhibition | 1% | 3% | 3% | -14% | -11% | -8%
H37Rv inhibition | 4% | -9% | 21µM* | 10% | -8% | -2%

37	CSc1cccc(NC(=S)N2CCC(N(C)C3CCCCC3)CC2)c1
38	Cc1cccc(NC(=S)N(CCCN(C)C)Cc2cc3cc4c(cc3[nH]c2=O)OCO4)c1
39	CN1C(=O)/C(=C\c2ccc(Br)s2)C(=O)NC1=S
40	COC(=O)c1ccc(NC(=O)CSc2nnc(COc3c(C)cccc3C)o2)cc1
41	Cc1nc2ccc(C(=O)N/N=C/c3ccccc3O)cc2[nH]1
42	Cc1ccc(/C=C(\NC(=O)c2ccccc2)C(=O)NC(Cc2ccccc2)C(=O)O)cc1 (stereo not given)

screen / no. | 37 | 38 | 39 | 40 | 41 | 42
M. tuberculosis | 11% | 16% | 31% | 40% | 16% | .
inhibitors of VEEV | i | 9.7% | 43% | 0.6% | 2.0% | 0.4%
H1N1 NS1A inhibition | 9% | 3% | 20% | -2% | 7% | -5%
PhoP GFP inhibition | -9% | 5% | -1% | -2% | 6% | -4%
H37Rv inhibition | -9% | -2% | 2% | 7% | -3% | -13%

43	N#C/C(=C\c1ccncc1)C(N)=O
44	CC1CCN(c2nc3ccc(C(=O)NCCCN4CCCCC4C)cc3s2)CC1 (stereo not given)
45	COc1ccc(CC(=O)OCn2nnc3ccccc3c2=O)cc1OC
46	CCC(C)(C)C1CCC(=NNS(=O)(=O)c2ccc(C)c([N+](=O)[O-])c2)CC1 (stereo not given)
47	COc1ccc(NC(=O)CN2CCN(S(=O)(=O)c3ccc(C(C)C)cc3)CC2)cc1OC
48	CNNC(=S)NC1CC2CC1C1C=CCC21 (stereo not given)

screen / no. | 43 | 44 | 45 | 46 | 47 | 48
M. tuberculosis | 0% | . | 3% | 5% | 14% | 39%
inhibitors of VEEV | 1.2% | 45% | 9.1% | 0.9% | 2.3% | 0.2%
H1N1 NS1A inhibition | -8% | 7% | -5% | -9% | -5% | 1%
PhoP GFP inhibition | -1% | 10% | 21% | 9% | 11% | 2%
H37Rv inhibition | -9% | 6% | -2% | -9% | 5% | 6%

49	COc1cc(C(=O)Nc2cccc(C)n2)ccc1OCC(=O)N1CCOCC1
50	Cc1nn(CC(=O)OCC(=O)Nc2ccccc2[N+](=O)[O-])c(C)c1[N+](=O)[O-]
51	Cc1nn(-c2ccccc2)c2sc(-c3n[nH]c(=S)o3)cc12
52	CCOc1ccc(C(=O)Nc2nnc(SCC(=O)NCC3CCCO3)s2)cc1OCC (stereo not given)
53	CN(C)c1cccc(C(=O)Nc2cc(C(F)(F)F)ccc2-n2cnc3ccccc32)c1
54	CC1CCC2C(C1)OS(=O)(=O)NC2(C)C (stereo not given)

screen / no. | 49 | 50 | 51 | 52 | 53 | 54
M. tuberculosis | -6% | -3% | -11% | -1% | 6% | -10%
inhibitors of VEEV | 2.7% | i | 1.7% | 1.6% | 3.0% | .
H1N1 NS1A inhibition | 7% | 3% | -73% | -5% | 8% | .
PhoP GFP inhibition | . | -2% | 15% | -5% | 0% | -31%
H37Rv inhibition | -8% | 3% | -9% | -7% | 2% | 13%

55	OCCCNc1ncnc2c1[nH]c1ccccc12
56	CC(c1ccccc1)N(NC(=O)C(O)(c1ccccc1)c1ccccc1)C(=O)c1ccccc1 (stereo not given)
57	CN(C)S(=O)(=O)c1cccc(NC(=O)CCCC2CCCCC2)c1
58	CCOC(=O)C(O)(c1ccc(NC(=O)Oc2ccccc2)cc1)C(F)(F)F (stereo not given)
59	N=C1C(c2nc(-c3cccc([N+](=O)[O-])c3)cs2)=C(O)CN1NC(=O)c1ccco1
60	CCOC(=O)n1c(=O)n(C)c2ccc(Cl)cc21

screen / no. | 55 | 56 | 57 | 58 | 59 | 60
M. tuberculosis | -5% | -4% | 0% | 11% | 13% | 4%
inhibitors of VEEV | i | 3.8% | 4.0% | 0.2% | i | i
H1N1 NS1A inhibition | 8% | 2% | -5% | 8% | 3% | 6%
PhoP GFP inhibition | 2% | -5% | -4% | -2% | -4% | -1%
H37Rv inhibition | -3% | 5% | 5% | 2% | -1% | 1%

Some values from the results shown:
no. 57 in H37Rv inhibition shows 5%
no. 56 in PhoP GFP inhibition shows -5%
no. 59 in H37Rv inhibition shows -1%
no. 60 in PhoP GFP inhibition shows -1%

Going on with the list:
61	O=C(c1ccccc1F)c1cn(CC(=O)N2CCOCC2)c2ccccc12
62	CCOC(=O)c1c(NC(=O)CN2CCCCC2)sc(C)c1C
63	CC(=O)Nc1ccc(NC(=O)CCn2nnc3ccccc32)cc1
64	O=[N+]([O-])/C(C(=C(Cl)Cl)N1CCOCC1)=C1\NCCO1
65	Cc1cc(C)n(CC(O)COc2ccc3ccccc3c2)n1 (stereo not given)
66	Cc1cccc(NS(=O)(=O)c2c(C)nc3scc(C)n3c2=O)c1

screen / no. | 61 | 62 | 63 | 64 | 65 | 66
M. tuberculosis | 0% | 15% | -17% | -3% | 31% | 31%
inhibitors of VEEV | 1.0% | i | 1.4% | i | 1.4% | 0.0%
H1N1 NS1A inhibition | 6% | -8% | -4% | 0% | -3% | 3%
PhoP GFP inhibition | -1% | 2% | 4% | 7% | 1% | -24%
H37Rv inhibition | -5% | 6% | 4% | -9% | 1% | 16%

67	COC(=O)c1ccc(OCCn2cnc3ccccc3c2=O)cc1
68	O=c1cccc2n1Cc1cc3ccccc3nc1-2
69	COC(=O)c1ccc(CSc2nc3c(c(=O)n2-c2ccccc2)SCC3)o1
70	COC(=O)c1c(NC(=O)c2cnccn2)sc2c1CCC2
71	N#CC1(NC(=O)COC(=O)c2cc([N+](=O)[O-])ccc2N2CCOCC2)CCCCC1
72	COc1ccc(NC(=O)CN2C(=O)C(c3ccccc3)=NC23CCCCCC3)cc1
73	O=C(NCCCn1ccnc1)c1ccc(Br)s1
74	O=C(O)CNC(=O)/C(=C\c1ccco1)NC(=O)c1ccco1
75	Cc1c(Cl)cccc1NC(=O)CC1Oc2ccccc2NC1=O (stereo not given)

screen / no. | 67 | 68 | 69 | 70 | 71 | 72 | 73 | 74 | 75
M. tuberculosis | 2% | 19% | 33% | 12% | -10% | 45% | -10% | -3% | -4%
inhibitors of VEEV | i | 0.1% | 8.3% | 7.2% | 1.9% | 5.6% | 1.0% | 0.3% | 0.2%
H1N1 NS1A inhibition | -2% | 0% | >100µM* | -15% | 4% | 5% | 0% | -2% | -23%
PhoP GFP inhibition | -10% | 0% | 3% | -8% | 3% | -8% | -7% | 1% | -11%
H37Rv inhibition | -6% | -6% | -3% | -1% | -1% | 10% | -1% | -2% | 7%
